IDH1 R132H inh: blocks human mutant IDH1 R132H enzyme. O75874. IDH1-R132H enzyme, NADPH consumption, diaphorase/resazurin fluorescence. Potency, µM (doses to about 76.6 µM), for the others: at the highest dose activity change, negative = inhibition, actives largely listed as inhibitors. actives 0.093% (n = 390,000). AID 602179; also: % is scaled to controls: 0 for no effect and ±100 for the full control effect; nearly all actives have a fitted effect of over 65% in size
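IDH1-R132H (0.5 ug/mL dispensed) in pH 7.5 Tris buffer was preincubated 30 min with compound, then given a substrate mix of 0.016 mM NADPH and 2 mM alpha-KG for 80 min at room temperature; remaining NADPH was read by diaphorase/resazurin fluorescence.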
TrxR1 inh: inhibitors of rat thioredoxin reductase 1 | O89049 | recombinant rTrxR1, NADPH fluorescence consumption, selenite substrate | Potency, µM (top dose mostly 114 µM), inactives show top-dose activity change, negative = inhibition, usual class: inhibitors | actives 1% (n = 390,000) | AID 588453; also: % is scaled to controls: 0 for no effect and ±100 for the full control effect; nearly all actives have a fitted effect of over 65% in size
Target sequence (O89049 whole entry, looked up): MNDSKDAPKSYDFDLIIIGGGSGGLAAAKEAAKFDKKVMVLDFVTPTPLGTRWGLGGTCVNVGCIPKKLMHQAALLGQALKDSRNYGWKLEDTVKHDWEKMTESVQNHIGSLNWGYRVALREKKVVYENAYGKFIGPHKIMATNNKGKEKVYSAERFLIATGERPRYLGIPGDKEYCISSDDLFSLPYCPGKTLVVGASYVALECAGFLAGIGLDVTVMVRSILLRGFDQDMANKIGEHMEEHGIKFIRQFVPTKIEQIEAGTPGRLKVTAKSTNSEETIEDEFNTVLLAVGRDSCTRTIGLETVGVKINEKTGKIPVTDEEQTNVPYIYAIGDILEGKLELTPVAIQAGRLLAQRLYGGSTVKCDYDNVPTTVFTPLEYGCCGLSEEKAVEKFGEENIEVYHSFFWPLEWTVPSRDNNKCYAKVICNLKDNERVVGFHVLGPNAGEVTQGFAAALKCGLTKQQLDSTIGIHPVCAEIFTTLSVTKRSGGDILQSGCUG
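Rat TrxR1 (90 nM in the dispensed reagent) was pre-reduced with 400 uM NADPH for 5 min at room temperature, then incubated with compound for 15 min. After 400 uM selenite was added, NADPH fluorescence (Ex 340/Em 450 nm) was followed for 8 min.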
TrxR1 substrate: rat thioredoxin reductase 1 substrate activity; Potency, µM (top dose mostly 114 µM), for inactives: at the top dose activity change, negative = substrate turnover; actives 0.01% (n = 390,000); purified TrxR1 substrate turnover, NADPH consumption readout; AID 588456; also: % is scaled to controls: 0 for no effect and ±100 for the full control effect; nearly all actives have a fitted effect of over 50% in size
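Rat TrxR1, dispensed at 90 nM, was prereduced with 400 uM NADPH (final) for 5 min at ~22 deg C, then incubated with compound 15 min before 400 uM selenite. A first-read NADPH fluorescence drop versus no-compound background flagged substrates.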
RXFP1 ag: RXFP1 (human) receptor agonism; Q9HBX9; AID 2676; Potency, µM (top dose mostly 57.5 µM), for the others: at the highest dose activation, hits mostly activators; HEK293T-RXFP1 cAMP TR-FRET, 30 min; response scale: percent of porcine relaxin response, buffer zero; actives 0.3% (n = 370,000); also: % is scaled to controls: 0 for no effect and ±100 for the full control effect; nearly all actives have a fitted effect of over 60% in size; many of its hits are not listed in these tables
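cAMP rise read by TR-FRET after 30 min, 37C compound exposure (up to 58 uM) in RXFP1-transfected HEK293 cells with Ro 20174 present. EC50 from Hill-equation fits, with 29 nM porcine relaxin as 100% and buffer as basal.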
USP1 inh: blocks the human USP1/UAF1 deubiquitinase complex | O94782 | recombinant USP1/UAF1, Ub-Rhodamine cleavage fluorescence | Potency, µM (titrated, usually from 57.1 µM), without a hit: at the highest dose activity change, negative = inhibition, hits mostly inhibitors | actives 0.23% (n = 390,000); also: % is scaled to controls: 0 for no effect and ±100 for the full control effect; nearly all actives have a fitted effect of over 60% in size; inactives centre near -12
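USP1/UAF1 complex at 1 nM was preincubated with compound for 15 min at room temperature, then Ub-Rho substrate (150nM final) was added. Fluorescence (480/540 nm) was read kinetically, 6 reads every 60 seconds.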
RGS4 inhibitor: human RGS4 inhibition; Transcreener GDP fluorescence polarization, RGS4-accelerated GTP hydrolysis; Potency, µM (top dose mostly 114 µM), inactives show at the highest dose activity change, negative = inhibition, usual class: inhibitors; actives 0.039% (n = 390,000); also: % is scaled to controls: 0 for no effect and ±100 for the full control effect; nearly all actives have a fitted effect of over 75% in size; some results filed as inactive show a strong effect at the top dose
Target sequence (P49798 whole entry, looked up): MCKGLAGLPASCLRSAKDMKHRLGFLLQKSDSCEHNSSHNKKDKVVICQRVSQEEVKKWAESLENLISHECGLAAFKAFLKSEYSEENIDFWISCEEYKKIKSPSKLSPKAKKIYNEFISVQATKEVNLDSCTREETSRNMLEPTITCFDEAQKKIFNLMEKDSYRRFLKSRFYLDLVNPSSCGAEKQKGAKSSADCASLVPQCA
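MLSMR compounds (23 nl, pin-transferred) preincubated 10 min at room temperature with a 500nM (2x) first reagent, then RGS4 at 900nM (2x) plus Transcreener GDP mix added; fluorescence polarization (620/688 nm) read before and after 90 min at 30 °C.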
Vif-APOBEC3G blk: Vif-A3G binding inhibition; Q9HC16; HeLa A3G-eYFP + Vif (tagged APOBEC3G with the HIV-1 protein that degrades it), YFP fluorescence, overnight; Potency, µM (top dose mostly 46.1 µM), inactives show at the highest dose activity, negative = active, actives largely listed as inhibitors; actives 0.076% (n = 410,000);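 also: % is scaled to controls: 0 for no effect and ±100 for the full control effect; nearly all actives have a fitted effect of over 60% in size; hits raise eYFP signal because A3G escapes Vif-driven loss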
Target sequence (Q9HC16 whole entry, looked up): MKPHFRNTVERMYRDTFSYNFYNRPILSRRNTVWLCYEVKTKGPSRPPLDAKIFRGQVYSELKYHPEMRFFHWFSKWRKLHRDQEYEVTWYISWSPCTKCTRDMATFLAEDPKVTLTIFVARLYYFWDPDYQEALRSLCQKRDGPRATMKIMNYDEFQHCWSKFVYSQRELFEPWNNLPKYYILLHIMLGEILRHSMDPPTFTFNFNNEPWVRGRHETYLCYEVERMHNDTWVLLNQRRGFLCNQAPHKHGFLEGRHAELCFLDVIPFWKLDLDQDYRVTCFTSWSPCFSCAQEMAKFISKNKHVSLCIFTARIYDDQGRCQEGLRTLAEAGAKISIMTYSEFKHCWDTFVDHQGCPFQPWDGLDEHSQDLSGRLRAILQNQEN
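HeLa cells stably expressing Vif and C-terminally eYFP-tagged A3G, seeded overnight at 37 deg C, then exposed to compound by pintool overnight at 37 deg C. Rise in yellow fluorescence (Ex 488/Em 500-530, Acumen) marks blocked Vif-driven A3G degradation.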
Vif-APOBEC3F blk: Vif-A3F binding inhibition | HeLa A3F-eYFP + Vif (tagged APOBEC3F with the HIV-1 protein that degrades it), YFP fluorescence increase | actives 0.2% (n = 390,000) | Potency, µM (highest dose often 46.1 µM), inactives show at the top dose activity, negative = active | AID 602313; also: % of control where 0% means no effect; nearly all actives have a fitted effect of over 65% in size
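Fluorescence increase (Ex 488/Em 500-530) after overnight compound treatment at 37 deg C flags inhibition of Vif-driven A3F-eYFP loss in stable HeLa A3F-eYFP/Vif cells seeded overnight beforehand.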
12-LOX inh: ALOX12 (human) lipoxygenase inhibition; P18054; purified 12hLO, xylenol orange hydroperoxide absorbance; Potency, µM (titrated, usually from 108 µM), without a hit: at the highest dose activity change, negative = inhibition, usual class: inhibitors; actives 1.1% (n = 580,000); also: % is scaled to controls: 0 for no effect and ±100 for the full control effect
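Hydroperoxide product was detected by ferrous iron/xylenol orange as the 573 to 405 nm absorbance ratio. Arachidonic acid at 40 uM (final) was turned over for 30 min at room temperature by 150 nM human 12hLO, pH 7.0 Hepes buffer, after 15 min compound preincubation.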
Starred values were filed as active, the others as inactive; ? = inconclusive; · = no result given; [ ] = dose if it differs, or a comment. Calls follow the shape of the dose curve; as a rule, active = well fitted curve in the direction sought with a large enough effect; inconclusive = small, poorly fitted or top-dose-only effect, or another doubt; inactive = no such curve, though single readings can be large; an effect the other way counts as inactive or inconclusive. Potency is read from the fitted curve at half-maximal effect. Only part of the results is shown; rates above refer to the full screens.

SMILES	IDH1 R132H inh	TrxR1 inh	TrxR1 substrate	RXFP1 ag	USP1 inh	RGS4 inhibitor	Vif-APOBEC3G blk	Vif-APOBEC3F blk	12-LOX inh
CCOc1cc(C(=O)N[C@@H](C)C(=O)N2CCC3(CC2)NCCc2[nH]cnc23)cc(OCC)c1OCC	3%	1%	-6%	-0.1%	-12%	-17%	0%	3%	6%
Cc1cc(C)c2c(=O)cc(C(F)(F)F)oc2n1	1%	8%	1%	2.1%	-11%	2%	3%	-3%	-2%
COc1ccc(CN(C(=O)Nc2cc(C)ccc2C)C2CCN(C(C)=O)CC2)cc1	19%	0%	-5%	-3.7%	3%	5%	2%	-9%	0%
COc1cc(-c2noc(CCCC(=O)NCc3ccco3)n2)cc(OC)c1OC	18%	-8%	-6%	1.0%	-7%	-12%	1%	-1%	0%
COc1ccc(-n2ncc(C(C)NS(=O)(=O)c3ccc(C)s3)c2C)cc1 (stereo not given)	1%	1%	3%	-1.9%	-10%	-21%	5%	9%	4%
COCC1CCN(C(=O)c2ccc3oc(CCCc4ccccc4)nc3c2)C1 (stereo not given)	4%	-11%	-11%	-3.0%	-20%	16%	-24%	-19%	5%
CCc1cc(CNC(=O)CCc2nnc(Cc3cccc(C)c3)o2)on1	-4%	-3%[57.1 µM]	-4%[57.1 µM]	2.4%	-15%	9%	-1%	10%	3%
O=C(CN1C(=O)NC2(CCSC2)C1=O)NCc1ccccc1 (stereo not given)	-3%	5%	-5%	3.7%	-3%	12%	3%	11%	28%
CCCOc1ccc(Cl)cc1CN1CCOCC1	2%	10%	3%	1.9%	-9%	-2%	0%	-5%	0%
CCOCC(=O)OCC(=O)Nc1cc(OC)c([N+](=O)[O-])cc1C	-1%	-9%	-6%	1.6%	3%	11%	-1%	-6%	-17%
O=c1[nH]c(CSc2ncc(C(F)(F)F)cc2Cl)nc2ccccc12	0%	2%[57.1 µM]	-1%[57.1 µM]	4.8%	-31%	11%	-12%	-27%	3%
COc1ccc(N2CC(NC(=O)Cc3cccs3)CC2=O)cc1OC (stereo not given)	-8%	23%[57.1 µM]	10%[57.1 µM]	0.4%	-2%	0%	-1%	-5%	-12%
CCc1ccc(N(CC(=O)N2CCN(Cc3ccccc3)CC2)S(C)(=O)=O)cc1	-5%	-12%	0%	-0.9%	-12%	0%	0%	2%	13%
CCOC(=O)N/N=C(\C)c1ccc(C)o1	8%	35%[57.1 µM]	-18%[57.1 µM]	-0.1%	-6%	-4%	1%	2%	17%
CCc1nc2ccccc2c(C(=O)OCC(=O)Nc2cccc(S(=O)(=O)N3CCOCC3)c2)c1C	1%	24%	5%	1.9%	-19%	-6%	-4%	1%	-24%
C=C1CCC[C@]2(C)C[C@H]3OC(=O)C(CN4CCCCC4CO)[C@H]3CC12 (stereo not given in full)	4%	14%[57.1 µM]	13%[57.1 µM]	2.2%	-17%	7%	-13%	-10%	0%
CCCCC(=O)Nc1nnc(CCc2ccccc2)s1	-1%	22%	4%	-0.2%	0%	10%	0%	1%	12%
CC(=O)NC(c1cccs1)c1cc(Cl)c2ccccc2c1O (stereo not given)	·	24%[57.1 µM]	13%[57.1 µM]	2.2%	·	-25%	-19%	?	?
c1ccc(OCCN2CCNCC2)cc1	2%	18%	9%	·	-8%	-16%	-3%	-9%	?
CC(C)C(NC(=O)c1ccco1)C(=O)OCC(=O)c1ccccc1 (stereo not given)	-11%	15%	-1%	-0.5%	-10%	0%	1%	6%	-14%
O=C(c1ccsc1)N1CCCC(N2CCN(c3ccccc3F)CC2)C1 (stereo not given)	-2%	-19%	-8%	0.0%	-5%	0%	1%	6%	12%
CC1CCCC(NC(=O)COC(=O)[C@@H]2CC(O)CN2S(=O)(=O)c2ccc3c(c2)OCCO3)C1C (stereo not given in full)	2%	10%[57.1 µM]	9%[57.1 µM]	1.6%	-2%	8%	-2%	-3%	-21%
Oc1ccccc1-c1nc(NCCN2CCOCC2)c2ccccc2n1	4%	5%	-4%	-0.1%	-17%	-18%[56.9 µM]	0%	4%	-25%
N#Cc1ccccc1/C=C/C(=O)N1CCOCC1	3%	2%[57.1 µM]	-8%[57.1 µM]	-1.1%	-11%	-34%	0%	-5%	31%[activator]
CC(C)Oc1ccc(C(=O)CCN2CCOCC2)cc1	3%	3.5µM*	5%	·	-23%	-86%	-18%	4%	?
C(=N\Nc1ccccc1)/c1ccc(N2CCOCC2)cc1	0%	?	-8%	0.0%	-18%	-11%	-2%	-3%	14µM*
CC1(C)CC(NC(=O)C2CCC(=O)N(C3CC3)C2)CC(C)(C)C1 (stereo not given)	-7%	17%	0%	0.4%	-26%	1%	4%	21%	6%
CCCCC(=O)NC(c1ccccc1)c1ccc2cccnc2c1O (stereo not given)	1%	-4%	-6%	0.2%	-22%	-26%[56.9 µM]	-27%	14%	-6%
CSCCC(NC(=O)c1ccccc1Br)C(=O)NNC(=O)c1ccncc1 (stereo not given)	1%	30%	2%	1.2%	-11%	10%	1%	-1%	5%
CCOC(=O)c1[nH]c(C)c(/C(O)=C2\C(=O)C(=O)N(CCN(C)C)C2c2ccco2)c1C (stereo not given)	-2%	-25%[57.1 µM]	9%[57.1 µM]	3.4%	-7%	-6%	-5%	-4%	?
COc1ccc(F)cc1S(=O)(=O)n1nnc2ccccc21	9%	11%[57.1 µM]	11%[57.1 µM]	2.0%	?	-1%	?	-22%	-10%
O=C(C1CCN(S(=O)(=O)c2ccc(Br)s2)CC1)N1CCN(C2CCCCC2)CC1	-8%	8%	3%	-4.2%	-21%	12%	-6%	-13%	-1%
CC(C)(C)NC(=O)Cn1nnnc1-c1nonc1N	9%	11%	1%	0.9%	-10%	-17%	0%	4%	18%
O=C(COc1ccc([N+](=O)[O-])cc1)Nc1ccc2[nH]c(=O)[nH]c2c1	17%	-2%	-3%	1.6%	-19%	-11%	4%	-15%	-9%
COC(=O)CSc1nnc(CNS(=O)(=O)c2ccc(Cl)cc2)n1C	4%	-7%	-8%	2.6%	-5%	-6%	0%	12%	18%
COc1ccc(-c2cc(C(=O)NCCCN3CCCC3=O)c3ccccc3n2)cc1	3%	-13%	79%[activator]	3.2%	-15%	8%	-7%	3%	-24%
Cc1[nH]n(-c2ccccc2)c(=S)c1C=NCCCN=Cc1c(C)[nH]n(-c2ccccc2)c1=S	-1%	-28%	-7%	-0.4%	-23%	?	-4%	-17%	11µM*
CCCCc1c(C)nc(N)[nH]c1=O	3%	-1%	5%	1.4%	-8%	29%	0%	·	1%
Cc1cc(C)c(N)c(C(=O)O)c1	-8%	6%[2.29 µM]	65%[activator][57.1 µM]	0.4%	-24%	-1%	0%	-3%	0%
Cc1cc(CNC(=O)C2CCC(=O)N(Cc3cccc(C(F)(F)F)c3)C2)no1 (stereo not given)	7%	4%	2%	0.0%	1%	-2%	0%	3%	12%

Ordered by value in RGS4 inhibitor (ascending): some entries from above.
SMILES	IDH1 R132H inh	TrxR1 inh	TrxR1 substrate	RXFP1 ag	USP1 inh	RGS4 inhibitor	12-LOX inh
N#Cc1ccccc1/C=C/C(=O)N1CCOCC1	3%	2%[57.1 µM]	-8%[57.1 µM]	-1.1%	-11%	-34%	31%[activator]
CC(C)(C)NC(=O)Cn1nnnc1-c1nonc1N	9%	11%	1%	0.9%	-10%	-17%	18%
CCOC(=O)c1[nH]c(C)c(/C(O)=C2\C(=O)C(=O)N(CCN(C)C)C2c2ccco2)c1C (stereo not given)	-2%	-25%[57.1 µM]	9%[57.1 µM]	3.4%	-7%	-6%	?
O=C(C1CCN(S(=O)(=O)c2ccc(Br)s2)CC1)N1CCN(C2CCCCC2)CC1	-8%	8%	3%	-4.2%	-21%	12%	-1%

(listing goes on)
SMILES	IDH1 R132H inh	TrxR1 inh	TrxR1 substrate	RXFP1 ag	USP1 inh	RGS4 inhibitor	Vif-APOBEC3G blk	Vif-APOBEC3F blk	12-LOX inh
Cc1ccc(-n2c(Cc3cccc4ccccc34)n[nH]c2=S)c(C)c1	-6%	-11%	-11%	3.1%	-6%	-8%	-7%	2%	?
CCCCN(C)C(=O)Cn1cnc2sc(C)c(S(=O)(=O)N3CCC(C)CC3)c2c1=O	1%	24%	7%	0.8%	-13%	-5%	-2%	2%	-10%
CCOc1ncccc1C(=O)Nc1ccc(Cl)c(S(=O)(=O)N2CCCC2)c1	6%	8%[57.1 µM]	4%[57.1 µM]	11%	-25%	23%	2%	-6%	17%
CC(C)CC(NC(N)=O)C(=O)OCC(=O)Nc1ccc(SC(F)F)cc1 (stereo not given)	1%	19%	6%[57.1 µM]	-0.2%	-13%	-16%	0%	1%	-17%
CC(=O)Cc1nsc(NC(=O)c2ccc(COc3ccc(C)cc3)o2)n1	6%	-11%	-9%	2.2%	-1%	3%	-1%	-8%	26%
O=C(NNC(=O)C1CCN(Cc2ccccc2)CC1)c1cccc(Cl)c1	1%	9%[57.1 µM]	8%[57.1 µM]	1.2%	-1%	12%	0%	9%	-8%
CN(C)CCO/N=C(\c1ccc(Br)cc1)c1cccnc1	3%	13%[57.1 µM]	-19%[57.1 µM]	·	-6%	-5%	2%	-8%	?
Cc1ccc2cc3c(nc2c1)N(Cc1ccco1)CC3	7%	-2%[57.1 µM]	29%[57.1 µM]	-0.2%	-25%	?	-4%	0%	2%

Screening results from PubChem.
